# Rpn11 inh: Rpn11 (human) deubiquitinase inhibition. human 26S proteasome, Ub4-pepOG fluorescence polarization; 20S core pre-blocked with epoxomicin. O00487. 360,000 tested, 0.59% active. calls only at 20 µM;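 active = inhibition at 20 µM, scaled to each plate's controls, above about 33%, limit read from the data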
# Tb MetRS inh: Trypanosoma brucei MetRS inhibition. purified T. brucei MetRS, ATP depletion, Kinase-Glo luminescence. inhibition, % at 11.9 µM. 360,000 tested, 0.4% active;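 active = inhibition above a per-plate cutoff of the control wells' mean inhibition plus 3 SD, cut at about 5.5% in these data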;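 also: 0% = DMSO wells median and 100% = median of wells with control inhibitor compound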
#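 assay system = parasite MetRS enzyme | timing = 15 min preincubation, 2 h reaction, all 25 °C | evaluation = percent inhibition relative to median high and low control wells | medium = HEPES buffer containing pyrophosphatase, BSA, spermine, DTT | compound = single dose, 11.9 µM final nominal, 0.9% final DMSO | detection = Kinase-Glo luminescence, ATP depletion format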
# CSN inh: inhibitors of human CSN-mediated cullin deneddylation | Q92905 | AID 651999 | 360,000 tested, 0.38% active | Purified CSN, SCF-Nedd8-OG deneddylation, fluorescence polarization | inhibition, % at 12.5 µM;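 active = pattern-corrected inhibition above about 35%, with an unprinted fluorescence ratio check between 0.5 and 1.5, limit read from the data, passing the limit was not always enough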;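 also: 0% = enzyme with substrate and 100% = substrate without enzyme; some results filed as inactive read as strong as hits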
#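 Test system: purified human Csn5 enzyme expressed in HEK293T cells. Amount: 0.24 nM enzyme. Reagent: SCFSkp2-Nedd8OG substrate at 10 nM final. Schedule: 90 min incubation of compound, enzyme and substrate at room temperature. Detection: fluorescence polarization. Read-out: % inhibition of substrate cleavage by Csn5.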
# LMPTP inh: LMPTP (human) inhibition; P24666; recombinant LMPTP-A, OMFP fluorogenic substrate, fluorescence intensity; inhibition, % at 20 µM; 360,000 tested, 0.22% active; AID 651560;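 active = compounds that cut the enzyme signal by at least half of the control window in the single-dose screen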;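 also: plate controls were DMSO wells with enzyme plus substrate for no effect and substrate without enzyme for full effect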
#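 Material: LMPTP-A; amount: 0.625 nM enzyme; doses: single 20 µM dose; times: reaction 50 min, room temperature, dark; technique: fluorescence intensity of OMFP turnover product; benchmarks: no-enzyme and uninhibited controls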
# NadD block: inhibitors of Staphylococcus aureus NadD; purified NadD enzyme, colorimetric absorbance read-out; inhibition, % at 20 µM; 360,000 tested, 0.78% active; AID 602399; in the data active = inhibition above about 26%; also: some compounds past the cut are filed as inactive
# SUMO1 PPI mod: SUMO1-SIM interaction modulation | inhibition, % at 20 µM | P63165 | 360,000 tested, 0.33% active | SUMO1 binding to a labelled peptide, TR-FRET, 1 h; in the data active = inhibition above about 37%
# Target sequence (P63165 whole entry, looked up): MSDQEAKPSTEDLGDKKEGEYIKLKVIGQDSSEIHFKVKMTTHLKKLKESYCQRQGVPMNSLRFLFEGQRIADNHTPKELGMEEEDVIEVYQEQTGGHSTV
# DNMT1 inh: inhibitors of human DNMT1 | inhibition (reported as % activation of signal), % at 10 µM | AID 588458 | 360,000 tested, 0.83% active | P26358 | DNMT1 molecular beacon, Hinp1I cleavage, fluorescence; in the data active = inhibition above about 50%
# MsrA inh: inhibitors of bovine MsrA; purified bovine MsrA, absorbance read-out; inhibition, % at 15.5 µM; 360,000 tested, 0.75% active; AID 651718; in the data active = inhibition above about 4.5%;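 also: 0% = vehicle wells with enzyme and 100% = reference inhibitor wells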
# Scp-1 inhibitor: Scp-1 (human) phosphatase inhibition | Recombinant Scp1, phosphopeptide, malachite green phosphate absorbance | 340,000 tested, 0.88% active | inhibition, % at 20 µM | Q9GZU7;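 active = inhibition above about 50% at 20 µM, limit read from the data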;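 also: plate controls were DMSO wells with enzyme for no effect and wells lacking enzyme for full effect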
# Target sequence (Q9GZU7 76-261 limits assumed): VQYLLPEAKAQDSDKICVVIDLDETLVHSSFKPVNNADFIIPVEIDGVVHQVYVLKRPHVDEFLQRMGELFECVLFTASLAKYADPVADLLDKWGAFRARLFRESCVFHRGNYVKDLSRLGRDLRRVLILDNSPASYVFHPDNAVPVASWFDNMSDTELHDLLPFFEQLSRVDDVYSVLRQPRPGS
#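 Test system: SCP-1 phosphatase catalytic domain, residues 76-261 | Compound dosing: One concentration, 20 µM, with 1.0% DMSO | Schedule: 45 min room-temperature reaction, 5 min colour, 30 min stabiliser | Detection: Absorbance at 630 nm | Read-out basis: % inhibition of SCP-1 phosphate liberation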
# STEP block: STEP (human) phosphatase inhibition; P54829; recombinant STEP, OMFP fluorogenic substrate, fluorescence; inhibition, % at 20 µM; 360,000 tested, 0.25% active;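 active = inhibition at 20 µM, scaled per plate between control wells, above about 37%, limit read from the data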;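 also: 0% = DMSO with enzyme and substrate and 100% = substrate only without enzyme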
# Target sequence (P54829 whole entry, looked up): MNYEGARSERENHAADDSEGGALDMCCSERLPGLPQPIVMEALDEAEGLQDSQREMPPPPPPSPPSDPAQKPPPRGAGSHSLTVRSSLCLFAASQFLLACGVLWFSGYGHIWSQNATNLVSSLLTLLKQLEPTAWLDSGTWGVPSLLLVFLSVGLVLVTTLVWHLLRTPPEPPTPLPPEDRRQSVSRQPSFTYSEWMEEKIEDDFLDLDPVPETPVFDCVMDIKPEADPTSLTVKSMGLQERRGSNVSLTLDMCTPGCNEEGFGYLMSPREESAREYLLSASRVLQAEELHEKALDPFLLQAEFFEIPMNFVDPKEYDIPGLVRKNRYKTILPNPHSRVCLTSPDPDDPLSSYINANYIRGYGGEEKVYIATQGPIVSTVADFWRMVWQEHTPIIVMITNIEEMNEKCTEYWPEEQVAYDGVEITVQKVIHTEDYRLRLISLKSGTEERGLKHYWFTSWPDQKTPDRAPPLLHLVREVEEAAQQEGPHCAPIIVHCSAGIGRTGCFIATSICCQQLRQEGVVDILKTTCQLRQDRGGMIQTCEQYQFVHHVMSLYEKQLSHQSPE
#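 Measure: Control-normalized % inhibition with plate pattern correction | Test system: STEP phosphatase, cell-free reaction | Medium: pH 6.0 Bis-Tris with DTT and Tween 20 | Technique: Fluorescence, 480/540 nm | Times: Reaction 20 min, ambient temperature | Doses: Single compound dose of 20 µM, 1% DMSO final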
# Starred values were filed as active, the others as inactive; i = inactive; . = no result given; & = joins results of further samples. Not a hit list (roughly 3.9% active in at least one column).
SMILES,Rpn11 inh,Tb MetRS inh,CSN inh,LMPTP inh,NadD block,SUMO1 PPI mod,DNMT1 inh,MsrA inh,Scp-1 inhibitor,STEP block
O=c1c(Cc2ccc(F)cc2)c(O)ccn1CCCn1ccnc1,i,-0.3,-2,1.0,-4,-5,0,-0.3,-5,-1
COc1ccc2nc(NC(=O)CNS(=O)(=O)c3cccs3)sc2c1,i,-0.8,4,1.7,-1,3,2,-0.6,-2,-1
CCOc1ccccc1NC(=O)c1nnn(-c2ccc3c(c2)OCCO3)c1N,i,-0.2,2,2.4,-2,4,-5,-1.2,-9,0
CC(C)C(OC(=O)c1ccco1)C(=O)NCc1cccs1 (configuration not stated),i,-0.6,1,-1.6,2,-1,0,0.7,-4,-14
N#Cc1c(-c2ccc(Cl)cc2)c2c([nH]c1=O)-c1ccccc1OC2,i,0.1,4,-0.6,6,-15,-1,0.3,48,1
O=c1[nH]c2ccc(NCc3ccc(OCc4ccccc4Cl)cc3)cc2[nH]1,i,-0.7,4,1.3,18,3,8,3.2,-4,0
O=C(CCCN1C(=O)/C(=C/c2ccc(F)cc2)SC1=S)NCCCn1ccnc1,i,-0.2,-1,1.1,8,-42,-3,0.4,-3,1
COc1ccc(-c2csc(NC(CO)c3nc4ccccc4n3CCOCCO)n2)cc1 (configuration not stated),i,-0.4,4,-0.3,7,-6,-7,-0.6,-3,27
CSc1ncccc1C(=O)Nc1ccccc1N1CCOCC1,i,-0.4,0,-0.6,-4,3,-1,0.7,-2,-2
CC(=O)N(CN1C(=O)C2C3C=CC(C3)C2C1=O)c1cccc(Cl)c1 (configuration not stated),i,-0.4,-1,1.3,-10,-1,1,-0.3,8,-2
COc1ccc(C(=O)N2CCCC(CO)(Cc3ccccc3C)C2)o1 (configuration not stated),i,-0.3,4,-0.5,-1,4,-2,0.6,-7,-1
CCOc1ccc(/C=N/NC(=O)C(OC)c2ccccc2)cc1 (configuration not stated),i,-0.3,4,0.2,-5,-6,-4,1.3,-6,1
O=c1[nH]c(C(F)(F)C(F)(F)C(F)(F)F)no1,i,0.0,0,-0.9,2,6,0,-0.8,-3,-3
CCn1cc(/C=C(\NC(=O)c2ccccc2)C(=O)NCCCn2ccnc2)c2ccccc21,i,-0.4,0,2.2,0,-7,-5,3.0,.,-2
O=C(CN1C(=O)NC2(CCCC2)C1=O)N1CCN(S(=O)(=O)c2ccccc2Br)CC1,i,-0.1,0,0.1,4,4,0,1.6,-8,0
Cc1ccc2nc(NC(=O)Cn3cc4c(n3)CCCCC4)sc2c1,i,1.6,3,0.8,5,6,4,-1.0,-3,2
CC(=O)Nc1ccc(C(=O)OCc2ccc(F)cc2Cl)cc1,i,-0.2,1,1.8,-5,-2,3,1.3,-1,0
O=C(Cn1cnc2ccccc21)N/N=C/c1cccnc1,i,-0.5,-8,-0.2,-5,-1,6,-0.3,7,-2
COc1ccccc1CCc1nnc(CCC(=O)NC(C)Cn2nc(C)cc2C)o1 (configuration not stated),i,-0.2,-8,-0.1,2,1,-1,-1.9,1,-2
Cc1ccc(/C=C/C(=O)OCC(=O)Nc2cccnc2Cl)o1,i,-0.3,-4,-0.1,0,-14,4,2.5,10,0
COc1ccc(CCNC(=O)CCn2c(=O)c3ccccc3n(CC(=O)NCC3CCCO3)c2=O)cc1OC (configuration not stated),i,-0.1,3,-0.8,3,-3,2,-0.8,-9,-2
Cc1ccc(S(=O)(=O)c2cc3ccccc3oc2=Nc2ccc3c(c2)OCCO3)cc1,i,0.3,-10,4.0,13,-3,-4,-0.3,-8,-4
CCOC(=O)Cc1csc(NC(=O)c2ccc(S(=O)(=O)N3CCCCC3)cc2)n1,i,0.3,-4,-0.4,-2,4,-3,2.5,-6,-5
C[C@H](CO)N1C[C@H](C)[C@@H](CN(C)C(=O)Nc2ccc(C(F)(F)F)cc2)Oc2c(NC(=O)Nc3ccc4c(c3)OCO4)cccc2C1=O,i,0.4,6,2.6,-3,1,-4,-0.4,-6,2
O=c1c2ccccc2oc2nc(-c3ccco3)n(Cc3ccccc3)c(=O)c12,i,-1.0,5,2.1,7,-18,8,0.7,50*,2
# Continued.
SMILES,Rpn11 inh,Tb MetRS inh,CSN inh,LMPTP inh,NadD block,SUMO1 PPI mod,DNMT1 inh,MsrA inh,Scp-1 inhibitor,STEP block
COc1ccc(C2C=C(C)Nc3nc(SC)nn32)cc1 (configuration not stated),i,-1.1,16,-1.9,2,-10,-1,2.5,-3,-2
Clc1ccc(/C=N/Nc2nnc(Cl)c3ccccc23)cc1,i,0.1,-4,0.5,3,12,10,0.9,11,1
COc1cc(C(C)=O)ccc1OCC(O)CN1CCN(c2ccc(C)cc2C)CC1 (configuration not stated),i,0.2,-2,-0.6,-9,-1,0,-1.0,-6,-2
COc1ccc(CN2CCC(CO)(CCOc3ccccc3)CC2)c(OC)c1C,i,0.1,0,0.1,-3,10,0,0.4,-1,0
O=C(COC(=O)c1cccnc1Nc1cccc(C(F)(F)F)c1)NC1CCS(=O)(=O)C1 (configuration not stated),i,-0.9,-6,0.7,-2,2,2,0.4,13,-1
CCOC(=O)Cc1c(C)[nH]n(-c2ccccc2)c1=O,i,-0.5,0,0.4,2,0,3,-0.3,7,-1
CCOC(=O)COc1nc(OC)nc(N2CCOCC2)n1,i,-0.8,-5,-1.4,7,-5,-4,0.4,-9,1
CCC(=O)N1CCc2cc(S(=O)(=O)CCC(=O)Nc3ccc(OC)c(OC)c3)ccc21,i,0.3,-4,-0.5,2,6,1,-0.6,-4,2
Cc1ccc(S(=O)(=O)N2CCC(=O)N([C@H](COCc3cccc(C)c3)C(C)C)CC2)cc1,.,-0.1,0,1.5,3,2,.,0.9,.,.
Cc1cccn2c(=O)c3cc(C(=O)NCCN4CCOCC4)c(=N)n(Cc4cccnc4)c3nc12,i,-0.1,1,9.8,-1,-37,2,-0.3,4,5
O=C(NCCS(=O)(=O)N1CCN(c2ccccc2F)CC1)c1cc(=O)c2ccccc2o1,i,-0.2,3,2.9,3,6,3,1.0,-6,6
COc1ccc(/C=C2/SC(=S)N(CC(=O)O)C2=O)cc1OCc1ccc(Cl)cc1,i,0.0,6,1.8,7,-6,3,0.8,30,13
CN(C)C1(CNC(=O)CC(NC(=O)c2ccccc2Cl)c2ccccc2)CCCCC1 (configuration not stated),i,-0.2,5,3.9,2,-1,3,-0.6,-1,-2
CC1CCN(C(=O)Cn2nnc(-c3cccs3)n2)CC1,i,0.1,-7,0.5,0,5,3,0.4,-6,0
CCOc1ncccc1C(=O)NCC(c1ccco1)N1CCCCC1 (configuration not stated),i,-0.3,-4,-1.5,-3,-4,-1,0.0,-3,0
COc1cc(/C=C(\NC(=O)c2ccccc2)C(=O)NCC(=O)O)c([N+](=O)[O-])cc1OC,i,0.0,0,-1.2,-2,-18,-2,3.4,-9,-1
O=C(CC1CCCC1)Nc1nnc(C2CC2)s1,i,0.3,1,0.5,2,2,2,0.4,5,0
CN(C[C@H](Cc1ccccc1)N(C[C@H](Cc1cccc2ccccc12)N(CCc1ccccc1)N=O)N=O)N=O,i,-0.2&-0.1,3&1,1.9&2.2,-3&7,5&5,3,-0.8&-0.1,14,0
Cc1ccc(S(=O)(=O)n2[nH]c(=O)cc2N)cc1,i,-0.5,0,-2.7,0,0,0,-0.1,8,-1
O=C(CSc1nnc(-c2ccncc2)n1CC1CCCO1)NCc1ccccc1 (configuration not stated),i,-1.0,1,-2.1,-2,1,-3,0.2,3,-1
CN1CCC(=NNC(=O)CSCc2ccccc2)CC1,i,-0.4,0,-1.6,7,-1,0,1.0,0,3
O=C(NCC1COc2ccccc2O1)C1CCC(CNc2c(N3CCCCC3)c(=O)c2=O)CC1 (configuration not stated),i,-0.4,4,0.6,2,8,-2,0.1,-10,3
Cc1ccc(Cn2nc(C)c(NC(=O)c3cc(-c4ccco4)on3)c2C)cc1,i,-0.9,3,0.1,8,3,-11,.,-6,0
COc1ccccc1C(=O)O/N=C(\N)c1ccccn1,i,-1.5,-2,-0.6,3,5,1,0.6,-4,-2
O=C(NCCN1CCCC(O)C1)c1cc(COc2ccc(F)cc2Cl)on1 (configuration not stated),i,1.9,0,-0.7,-5,2,-4,0.0,-8,1
# Next part
SMILES,Rpn11 inh,Tb MetRS inh,CSN inh,LMPTP inh,NadD block,SUMO1 PPI mod,DNMT1 inh,MsrA inh,Scp-1 inhibitor,STEP block
O=C(Nc1cccc(C(=O)N2CCOCC2)c1)C1CCCCC1,.,-0.9,-3,-3.0,-1,-2,.,0.1,.,.
O=C(c1cccc(S(=O)(=O)N2CCOCC2)c1)N1CCCC1,i,-1.1,-10,-0.1,-2,2,5,-0.3,-7,2
CC(=O)Nc1cc2nc(C)n(Cc3ccccc3)c2nc1C,i,-0.8,6,-0.9,0,3,-2,-0.1,-9,-3
Cc1ccc(Sc2ccc(C(=O)N3CCOCC3)cc2[N+](=O)[O-])cc1,i,-0.3,-4,-1.1,-4,-32,-1,1.3,-13,2
CCN1CCN(c2cc(C)c3cc(NC(=S)N4CCN(c5ccc(F)cc5)CC4)ccc3n2)CC1,i,0.2,-5,-2.9,-9,-45,0,0.0,-10,4
Cc1ccc(S(=O)(=O)N2CCN(CCOc3ccccc3)CC2)cc1,i,-0.3,-4,-0.1,0,5,1,-0.9,-3,-1
Cc1cc(C(=O)COc2ccccc2C(N)=O)c(C)n1CC1CCCO1 (configuration not stated),i,-0.2,0,-2.4,-5,1,-1,0.5,-3,5
Cc1cccc(NC(=O)c2ncn3c2C(=O)NC[C@H]3C)c1,i,0.8,6,-0.6,2,6,-5,-0.4,.,-2

# Screening results (PubChem)
